Cav32 inh: inhibitors of human Cav3.2 T-type calcium channel; O95180; Cav3.2-expressing cells, Fluo-4 calcium fluorescence FDSS; hits give low values; B-score at 10 µM; hit rate 4% among 100,000; AID 449739;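 active = single-dose well whose peak fluorescence ratio is a statistical outlier from its plate by either plate-standardised score or position-corrected B-score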
* marks the source's active call; other numbers are inactive results. This is a subset. The share of hits here may be higher or lower than overall.

What do the screens show for `COc1ccc(CCN(Cc2cccs2)S(=O)(=O)c2ccc(-n3cnnn3)c(OC)c2)cc1OC`?
Cav32 inh: -0.029

How did COc1ccc2c(-c3ccccc3)cc(N3CCOCC3)nc2c1 do in these assays?
Cav32 inh: -0.19

What do the screens show for `O=C(Nc1nc2ccccc2[nH]1)C1CC(=O)N(c2ccc3c(c2)OCCO3)C1` (configuration not stated)?
Cav32 inh: -0.47

Results for Cc1ccnc2nc(C(=O)N3CCN(c4ccc(F)cc4)CC3)nn12 ?
Cav32 inh: 0.0063

What do the screens show for `CCN1/C(=C2/OC(=S)N(C)C2=O)Sc2ccccc21`?
Cav32 inh: 0.53

Results for CCC(=O)NCCc1nc(-c2ccccc2)no1 ?
Cav32 inh: 0.44

How did CSc1c(-c2ccccc2)nc2ccc(Cl)cc2c1C(=O)O do in these assays?
Cav32 inh: 0.25

What do the screens show for `Cc1ccc(S(=O)(=O)c2nc(C)c3c(n2)CCC3)cc1`?
Cav32 inh: -0.67

Results for CN(C)c1ccc(C(=S)N2CCOCC2)cc1Br ?
Cav32 inh: 0.89

Results for Cn1c(=O)[nH]c(=O)c2c1nc(N1CCOCC1)n2CC(O)COc1ccc2ccccc2c1 (configuration not stated) ?
Cav32 inh: 0.33

What do the screens show for `CCOc1ccccc1NC(=O)Nc1cccc(C(C)=O)c1`?
Cav32 inh: -0.065

What do the screens show for `COc1ccc(C(=O)c2ccc3oc(-c4ccc(OC)cc4)c(C#CCCO)c3c2)cc1`?
Cav32 inh: 0.9

What do the screens show for `COc1ccc(S(=O)(=O)N2CCN(C(=O)c3cccs3)CC2)cc1OC`?
Cav32 inh: -1.7

Results for CC(C)(C)c1ccc(OCCNC(=O)c2ncn[nH]2)cc1 ?
Cav32 inh: -0.69

What do the screens show for `O=C(NC1CCCC1)C1CC(=O)N(CCc2ccccc2)C1` (configuration not stated)?
Cav32 inh: -1.5

What do the screens show for `O=C(Nc1ccc2c(c1)OCO2)Nc1ccc(Br)cn1`?
Cav32 inh: 0.16

What do the screens show for `CC(c1ccccn1)N(CCN(C)C)C(=S)Nc1ccccc1F` (configuration not stated)?
Cav32 inh: 1.4

How did Cn1c(CN2CCOCC2)nnc1SCC(=O)NC1CCCCC1 do in these assays?
Cav32 inh: -0.72

What do the screens show for `Cc1cc(NC(=O)CSc2nnc(-c3c[nH]c4ccccc34)n2C)no1`?
Cav32 inh: 0.44

What do the screens show for `O=C(Nc1ccc(Cl)cc1)N(C1=NCCC1)c1ccc(OC(F)F)cc1`?
Cav32 inh: -0.38

Quoted from the listing (13 entries):
What do the screens show for `Cc1ccc(S(=O)(=O)c2nc(C)c3c(n2)CCC3)cc1`?
Cav32 inh: -0.67

Results for CN(C)c1ccc(C(=S)N2CCOCC2)cc1Br ?
Cav32 inh: 0.89

Results for Cn1c(=O)[nH]c(=O)c2c1nc(N1CCOCC1)n2CC(O)COc1ccc2ccccc2c1 (configuration not stated) ?
Cav32 inh: 0.33

What do the screens show for `CCOc1ccccc1NC(=O)Nc1cccc(C(C)=O)c1`?
Cav32 inh: -0.065

What do the screens show for `COc1ccc(C(=O)c2ccc3oc(-c4ccc(OC)cc4)c(C#CCCO)c3c2)cc1`?
Cav32 inh: 0.9

What do the screens show for `COc1ccc(S(=O)(=O)N2CCN(C(=O)c3cccs3)CC2)cc1OC`?
Cav32 inh: -1.7

Results for CC(C)(C)c1ccc(OCCNC(=O)c2ncn[nH]2)cc1 ?
Cav32 inh: -0.69

What do the screens show for `O=C(NC1CCCC1)C1CC(=O)N(CCc2ccccc2)C1` (configuration not stated)?
Cav32 inh: -1.5

What do the screens show for `O=C(Nc1ccc2c(c1)OCO2)Nc1ccc(Br)cn1`?
Cav32 inh: 0.16

What do the screens show for `CC(c1ccccn1)N(CCN(C)C)C(=S)Nc1ccccc1F` (configuration not stated)?
Cav32 inh: 1.4

How did Cn1c(CN2CCOCC2)nnc1SCC(=O)NC1CCCCC1 do in these assays?
Cav32 inh: -0.72

What do the screens show for `Cc1cc(NC(=O)CSc2nnc(-c3c[nH]c4ccccc34)n2C)no1`?
Cav32 inh: 0.44

What do the screens show for `O=C(Nc1ccc(Cl)cc1)N(C1=NCCC1)c1ccc(OC(F)F)cc1`?
Cav32 inh: -0.38

(cont.)
Results for COC(=O)CCC(=O)OC1(C)C(=O)C2=CN(CC(C)C)C(c3ccc(OC)cc3)=CC2=C(Br)C1=O (configuration not stated) ?
Cav32 inh: -0.29

How did CC(C)C[C@@H](N)c1nnc(SCC(=O)c2ccc(Cl)cc2)o1 do in these assays?
Cav32 inh: 0.25

Results for COC(=O)c1cc(Cl)c(NC(=O)/C=C/c2ccc(OC)c(OC)c2)cc1OC ?
Cav32 inh: 0.29

How did CC(C)(C)c1ccc(S(=O)(=O)NC(Cc2ccccc2)C(=O)O)cc1 (configuration not stated) do in these assays?
Cav32 inh: -1.7

How did COc1ccc2nc(SCC(N)=O)[nH]c2c1 do in these assays?
Cav32 inh: 0.13

What do the screens show for `CCn1cc(Br)c(C(=O)Nc2ccc(F)c(Cl)c2)n1`?
Cav32 inh: -2.5

What do the screens show for `CC(C)SC1=NC(C)(C)C=C(/C=C/c2c(Cl)cccc2Cl)N1`?
Cav32 inh: -1.3

How did Cc1cc(C)cc(OCCCC(=O)O)c1 do in these assays?
Cav32 inh: -0.11

What do the screens show for `COC(=O)c1ccccc1S(=O)(=O)N(CCCN1CCOCC1)Cc1cccs1`?
Cav32 inh: 0.52

Results for O=C(Nc1ccc2c(c1)oc1ccccc12)c1cccnc1 ?
Cav32 inh: 0.089

Results for O=C(c1ccc2c(=O)n(C3CCCC3)c(=S)[nH]c2c1)N1CCc2ccccc21 ?
Cav32 inh: -4.6*

What do the screens show for `CC(C)c1[nH]nc2c1C(c1ccc(OC(=O)c3ccco3)cc1)C(C#N)=C(N)O2` (configuration not stated)?
Cav32 inh: -0.077

How did CC(=O)c1cnn(-c2cc(Oc3cccc(C)c3)ncn2)c1C do in these assays?
Cav32 inh: -0.25

How did CCOC(=O)N1CCN(C(=O)CSc2ncccn2)CC1 do in these assays?
Cav32 inh: -0.13

How did Cc1ccc(C(=O)NCCNC(=O)CN2CCCC2)cc1 do in these assays?
Cav32 inh: -0.02

How did O=C(Nc1ccccc1C(=O)N1CCCCC1)c1cccc(S(=O)(=O)N2CCOCC2)c1 do in these assays?
Cav32 inh: 1

How did COn1c(=S)[nH]c2ccccc2c1=O do in these assays?
Cav32 inh: 0.86

Results for Cc1nc2scc(-c3cccs3)c2c(=O)[nH]1 ?
Cav32 inh: -1.7

Results for COc1cc(OC)cc(-c2nc(-c3ccccc3OC)no2)c1 ?
Cav32 inh: -0.016

How did Cc1cc(C(=O)NCc2ccccc2)no1 do in these assays?
Cav32 inh: 0.18

What do the screens show for `Cc1ccc(C(=O)N/C(=C/C=C/c2ccccc2)C(=O)NCc2ccco2)cc1`?
Cav32 inh: -4.8*

Results for Cc1cc(C)c2cc(CN(Cc3nnnn3C3CCCCC3)CC3CCCO3)c(=O)[nH]c2c1 (configuration not stated) ?
Cav32 inh: -1.3

How did COc1ccc(S(=O)(=O)Nc2ccccc2)cc1OC do in these assays?
Cav32 inh: 1.1

Results for Cn1cnnc1SCCNS(=O)(=O)c1ccccc1 ?
Cav32 inh: -0.72

What do the screens show for `CCN1C(=O)/C(=C/N(C)c2ccccc2)OC1=S`?
Cav32 inh: -0.11

What do the screens show for `CCOC(=O)N/C(N)=N/c1nc2ccccc2s1`?
Cav32 inh: 0.16

Results for Cc1nc2cc(NS(=O)(=O)c3c(C)c(C)cc(C)c3C)ccc2s1 ?
Cav32 inh: -1.9

What do the screens show for `C=CCSc1nc2c(c(=O)[nH]c(=O)n2C)n1C(C)C`?
Cav32 inh: -0.81

Results for CCSc1nc(-c2ccccc2)c(C#N)c(=O)[nH]1 ?
Cav32 inh: -0.72

Results for COc1ccc(C2CC(=O)N3CN(Cc4ccco4)CSC3=C2C#N)cc1 (configuration not stated) ?
Cav32 inh: 0.29

Results for COc1ccccc1C1N(c2cc(Cl)ccc2OC)C(=O)C2CCCN21 (configuration not stated) ?
Cav32 inh: 0.19

How did c1ccc(-n2nnnc2SCc2cn3cccnc3n2)cc1 do in these assays?
Cav32 inh: 0.031

What do the screens show for `Cn1c(=O)c2c(ncn2CC(=O)N2CCCc3ccccc32)n(C)c1=O`?
Cav32 inh: 2.7

What do the screens show for `CCOC(=O)N1CCN(c2c(NCc3ccccn3)c(=O)c2=O)CC1`?
Cav32 inh: 0.54

What do the screens show for `O=C(Nc1cc(Cl)ccc1Cl)c1noc2c1CCCC2`?
Cav32 inh: 0.045

How did CSc1nc2ccc3nc(NC(=O)C4COc5ccccc5O4)sc3c2s1 (configuration not stated) do in these assays?
Cav32 inh: -0.64

What do the screens show for `CCOC(=O)Cc1csc(NC(=O)CN(C)S(=O)(=O)c2cccc3cccnc23)n1`?
Cav32 inh: -2.2

How did COc1cccc(C2Nc3ccccc3C(=O)N2O)c1O (configuration not stated) do in these assays?
Cav32 inh: -0.79

How did O=C(NCc1cccs1)c1noc2c1CCCCC2 do in these assays?
Cav32 inh: 0.28

What do the screens show for `C#CCOCCOCCOCCNc1nc(N2CCN(C(=O)[C@H]([C@@H](C)CC)n3cc([C@@H](N)CC(C)C)nn3)CC2)nc(N2CCN(C(=O)[C@H](CCCCN)n3cc([C@@H](N)C(C)CC)nn3)CC2)n1` (some centres not stated)?
Cav32 inh: 0.86

How did Cc1cccc(NC(=O)Nc2cccc(C#N)c2)n1 do in these assays?
Cav32 inh: -4.2*

Results for COc1ccc(-c2csc(N(Cc3ccccc3)C(=O)COc3ccc(Cl)cc3)n2)cc1 ?
Cav32 inh: 0.44

What do the screens show for `Cc1ccc(CNC(=O)c2ccc(CNc3c(N4CCCC4)c(=O)c3=O)cc2)cc1`?
Cav32 inh: -1.3

How did O=C1NC[C@@H](Cc2ccc(O)cc2)N(CC2CCCCC2)C1=O do in these assays?
Cav32 inh: 1.6

What do the screens show for `CC(C)(C(=O)c1ccccc1)/[N+]([O-])=C/c1ccc(Br)cc1`?
Cav32 inh: -0.68

How did Cn1nc(C(F)(F)F)c2cc(C(=O)Nc3ccc(Cl)cc3)sc21 do in these assays?
Cav32 inh: -0.049

How did COc1ccccc1C/C(N)=N/OC(=O)c1cccc([N+](=O)[O-])c1 do in these assays?
Cav32 inh: 0.15

What do the screens show for `Cc1ccc2cc(CN(C(=O)c3ccco3)c3ccccc3)c(=O)[nH]c2c1`?
Cav32 inh: 0.45

How did Cc1ccc(-c2nn3c(C)nnc3s2)cc1NC(=O)c1ccc(-c2ccc(Cl)cc2Cl)o1 do in these assays?
Cav32 inh: 0.57

Results for O=C(NCC1CCCO1)c1cc(-c2ccc(Cl)cc2Cl)on1 (configuration not stated) ?
Cav32 inh: -1.3

Results for CN1CCN(Cc2c(O)c(Cl)cc3c(-c4ccccc4)cc(=O)oc23)CC1 ?
Cav32 inh: -0.016

What do the screens show for `Cc1ccc(C)c(N(CC(=O)N(C)C)S(C)(=O)=O)c1`?
Cav32 inh: 0.42

How did C=CCn1c(NCCOC)nc2c1c(=O)n(C)c(=O)n2C do in these assays?
Cav32 inh: 1

How did CC1CCN(c2c(NCc3ccc(C(=O)N4CCc5ccccc54)cc3)c(=O)c2=O)CC1 do in these assays?
Cav32 inh: -0.77

Results for CCC(C(=O)N1CCc2cc(OC)c(OC)cc2C1)c1ccccc1 (configuration not stated) ?
Cav32 inh: -1.4

What do the screens show for `Cn1c(CN2CCOCC2)nnc1SCC(N)=O`?
Cav32 inh: 0.88

Results for COn1c(=O)c(=O)n(OC)c2ccccc21 ?
Cav32 inh: -0.042

How did CCOc1ccc2nc(NS(C)(=O)=O)sc2c1 do in these assays?
Cav32 inh: -0.76

What do the screens show for `CCCCN(C(=S)Nc1ccccc1)C1CCS(=O)(=O)C1` (configuration not stated)?
Cav32 inh: 0.4

How did Cc1ccc2nsnc2c1S(=O)(=O)NCc1ccncc1 do in these assays?
Cav32 inh: 0.54

What do the screens show for `COC(=O)CCC/C=C1/SCC(NC(=O)c2ccccc2)C1O` (configuration not stated)?
Cav32 inh: 0.24

What do the screens show for `O=C(CCc1ccc(S(=O)(=O)N2CCOCC2)cc1)Nc1ccc(N2CCOCC2)cc1`?
Cav32 inh: 0.31

Results for O=C(NCCCN1CCOCC1)c1onc(CSc2ccncc2)c1C(=O)NCCCN1CCOCC1 ?
Cav32 inh: -0.28

How did CCOC(=O)c1nnn(-c2nonc2-n2cccc2)c1CCl do in these assays?
Cav32 inh: -0.35

How did COC(=O)COc1ccc(S(=O)(=O)Nc2ccccc2SC)cc1 do in these assays?
Cav32 inh: -0.22

What do the screens show for `CCOC(=O)Nc1cc(=O)c2ccccc2o1`?
Cav32 inh: -0.6

Results for N#C/C(=C/c1ccc(N2CCOCC2)c([N+](=O)[O-])c1)C(N)=O ?
Cav32 inh: 0.76

What do the screens show for `COc1ccc(N2CCN(Cc3nc(N)nc(Nc4ccccc4OC)n3)CC2)cc1`?
Cav32 inh: -1.2

Results for CC(=O)c1c(N2CCN(c3ccccc3)CC2)nc(=S)n(-c2ccccc2)c1C ?
Cav32 inh: -0.16

How did Cc1cccc(NC(=O)c2nc[nH]c2C(=O)N[C@@H](C)C(=O)OC(C)(C)C)c1 do in these assays?
Cav32 inh: 0.35

What do the screens show for `O=c1cc(-c2ccccc2Cl)oc2c(NS(=O)(=O)c3cccc4nsnc34)ccc(O)c12`?
Cav32 inh: -0.43

Results for Cc1ccnc2c(N3C(=O)C4C5C=CC(C5)C4(C)C3=O)cccc12 (configuration not stated) ?
Cav32 inh: 0.11

How did O=C(CCCC(=O)N(CC(=O)NC1CCCC1)Cc1ccc(F)cc1)Nc1ccccn1 do in these assays?
Cav32 inh: -0.19

Results for CC(C)(C)C1CCC2(CC1)NC(=S)N(c1ccccc1)N2 (configuration not stated) ?
Cav32 inh: -1.4

What do the screens show for `COC(=O)C1=C(C)N(c2cccc(C(C)=O)c2)C(=O)C1`?
Cav32 inh: 0.64

How did CCOc1cc(NC(=O)c2ccco2)c(OCC)cc1NC(=O)CCC(=O)NCc1cccnc1 do in these assays?
Cav32 inh: -0.84

Results for Cn1nc(-c2ccc(Cl)cc2)c2cc(C(=O)N3CCN(C(=O)c4ccco4)CC3)sc21 ?
Cav32 inh: -0.39

Results for CCOC(=O)C(C(=O)OCC)C(CC(=O)C1CC1)c1ccccc1 (configuration not stated) ?
Cav32 inh: -1.7

How did Cc1cccc(OCCNC(=O)c2ccc(Oc3ccc(C(F)(F)F)cc3[N+](=O)[O-])cc2)c1 do in these assays?
Cav32 inh: -3.6
